GLP-1R agonist – qHTS of GLP-1 Receptor Agonists; Glucagon-like peptide 1 receptor (Homo sapiens), P43220; HEK293 GLP-1R CRE-luciferase, luminescence, 4-6 h; cells express a hypersensitive GLP-1R form; Potency, µM (titrated, usually from 45.6 µM), inactives show top-dose activation, usual class: activators; 380,000 compounds, 0.007% hits; AID 624172, 2012; further: potency means the concentration at half of the fitted maximal effect; % of control where 0% means no effect
EPAC1 antag – qHTS for Antagonist of cAMP-regulated guanine nucleotide exchange factor 3 (EPAC1): primary screen. AID 720709, 2013. Potency, µM (series often up to 115 µM), for the others: at the top dose activity change, negative = inhibition, hits mostly inhibitors. EPAC1 GEF assay, Rap1b-BODIPY-GDP exchange fluorescence. 360,000 compounds, 0.14% hits. Rap guanine nucleotide exchange factor 3 (Homo sapiens), O95398;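 further: potency means the concentration at half of the fitted maximal effect; plate controls were vehicle for no effect and positive control for full effect; nearly all actives have a fitted effect of over 50% in size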
PTHR1 agonist – qHTS for PTHR1 Agonists: Primary Screen; HEK293 GP2 PTHR1 cells, GloSensor cAMP luminescence, 1 h; Parathyroid hormone/parathyroid hormone-related peptide receptor (Homo sapiens), Q03431; AID 743266, 2014; Potency, µM (series often up to 115 µM), for inactives: at the top dose activation, most hits filed as activators; 410,000 compounds, 0.075% hits; further: potency means the concentration at half of the fitted maximal effect; nearly all actives have a fitted effect of over 55% in size; some results filed as inactive show a strong effect at the top dose; inactives centre near -15; many of its hits are not listed in these tables
Target sequence (Q03431 whole entry, looked up): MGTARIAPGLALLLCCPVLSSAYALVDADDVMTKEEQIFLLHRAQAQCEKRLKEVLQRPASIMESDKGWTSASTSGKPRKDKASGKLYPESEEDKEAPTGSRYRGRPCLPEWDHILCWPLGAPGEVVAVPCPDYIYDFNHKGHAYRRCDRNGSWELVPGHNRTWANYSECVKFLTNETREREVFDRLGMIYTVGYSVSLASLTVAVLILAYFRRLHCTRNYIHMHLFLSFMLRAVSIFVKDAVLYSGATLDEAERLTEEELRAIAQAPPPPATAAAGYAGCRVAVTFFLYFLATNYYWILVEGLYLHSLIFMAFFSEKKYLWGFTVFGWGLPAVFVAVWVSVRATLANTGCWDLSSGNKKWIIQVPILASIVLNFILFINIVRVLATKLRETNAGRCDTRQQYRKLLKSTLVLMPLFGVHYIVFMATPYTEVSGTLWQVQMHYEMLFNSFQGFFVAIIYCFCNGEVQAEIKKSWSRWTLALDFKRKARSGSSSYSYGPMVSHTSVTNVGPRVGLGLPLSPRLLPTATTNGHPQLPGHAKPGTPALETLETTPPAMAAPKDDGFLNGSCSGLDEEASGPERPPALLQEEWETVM
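HEK-293-derived GP2 cells expressing PTHR1 and a GloSensor cAMP reporter, 3,000/well, plated overnight, given luciferin plus IBMX (each 0.5 mM as added) for 1 h at 37 °C, then compound for 1 h at 37 °C. Luminescence was read after 15 min at room temperature.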
PI5P4Ka inh – qHTS for Inhibitors of phosphatidylinositol 5-phosphate 4-kinase (PI5P4K). Phosphatidylinositol 5-phosphate 4-kinase type-2 alpha (Homo sapiens), P48426. PI5P4Kalpha enzyme, ADP-Glo luminescence, 60 min; stronger effect = lower value. max response, %. 330,000 compounds, 1.2% hits; active means max response of -50% or lower; inconclusive means between -30% and -50%; inactive means -30% or higher; further: value at the top dose of about 77 µM; on the % scale 0 is the no-effect control and ±100 the full control effect
Target sequence (P48426 whole entry, looked up): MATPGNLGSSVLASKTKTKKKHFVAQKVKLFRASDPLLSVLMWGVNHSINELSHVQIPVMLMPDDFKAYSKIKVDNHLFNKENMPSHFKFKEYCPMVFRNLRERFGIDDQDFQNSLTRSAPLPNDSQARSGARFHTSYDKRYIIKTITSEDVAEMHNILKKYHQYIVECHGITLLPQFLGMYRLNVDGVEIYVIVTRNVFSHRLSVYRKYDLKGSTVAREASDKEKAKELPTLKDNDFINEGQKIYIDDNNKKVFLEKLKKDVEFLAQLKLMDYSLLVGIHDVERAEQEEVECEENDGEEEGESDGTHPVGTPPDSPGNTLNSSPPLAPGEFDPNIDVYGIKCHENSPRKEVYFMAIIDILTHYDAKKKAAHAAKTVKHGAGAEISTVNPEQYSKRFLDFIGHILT
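Reactions run in 0.038 M HEPES pH 7.4, 0.28 mM EGTA, 0.1% CHAPS and 5% DMSO, with PI5P4Kalpha, substrate, compound and 5 microM ATP final, one hour at room temperature. Readout is ADP-Glo luminescence.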
EPAC1 agonist – qHTS for Agonist of cAMP-regulated guanine nucleotide exchange factor 3 (EPAC1): primary screen. AID 720707, 2013. EPAC1 agonist qHTS, biochemical assay; response scale: 100% = response to 6.5 mM cAMP. Rap guanine nucleotide exchange factor 3 (Homo sapiens), O95398. 360,000 compounds, 0.073% hits. Potency, µM (highest dose often 154 µM), for inactives: top-dose activation, usual class: activators; further: potency means the concentration at half of the fitted maximal effect; nearly all actives have a fitted effect of over 60% in size
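Multi-concentration qHTS readout: loss of Rap1B-bound BODIPY-GDP fluorescence driven by 100 nM EPAC1 with excess GDP (50 uM), monitored kinetically at room temperature; agonist response expressed relative to 6.5 mM cAMP.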
GLP-1R inv ag – qHTS of GLP-1 Receptor Inverse Agonists (Inhibition Mode); Glucagon-like peptide 1 receptor (Homo sapiens), P43220; HEK293 GLP-1R CRE-luciferase, luminescence, 24 h; GLP-1R form is constitutively active; Potency, µM (doses to about 38.3 µM), inactives show at the top dose activity change, negative = inhibition, most hits filed as inhibitors; 410,000 compounds, 1.6% hits; AID 624417, 2012; further: potency means the concentration at half of the fitted maximal effect; on the % scale 0 is the no-effect control and ±100 the full control effect; nearly all actives have a fitted effect of over 55% in size
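Seeding at 200 cells/uL, 12 h culture, 24 hr compound treatment, then luciferase reagent and a luminescence read; cells are HEK293 stably expressing a constitutively active GLP-1R plus cAMP-responsive luciferase.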
GLP1R cytotox – qHTS of GLP-1 Receptor Inverse Agonists: Cytotox Screen. 410,000 compounds, 0.13% hits. HEK293 cAMP-luciferase reporter cells, luminescence, 24 h. Potency, µM (titrated, usually from 38.3 µM), inactives show top-dose activity change, negative = inhibition, usual class: inhibitors;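 further: loss of luciferase light is scored as toxicity; potency means the concentration at half of the fitted maximal effect; on the % scale 0 is the no-effect control and ±100 the full control effect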
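Luminescence readout: signal drop marks cytotoxicity. Plated cells grew 12 h at 37 °C, 5% CO2, received 23 nL compound for 24 h, then got luciferase reagent, read after 12 min at RT.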
IL2 activator – qHTS of IL-2 Activators; IL-2 activation reporter assay, cell-based qHTS; stimulated with anti-CD3/CD4/CD28 beads; in transgenic mouse T cells; activation, % (series mostly up to about 46 µM); 360,000 compounds, 0.065% hits; in the data active means activation above about 50%; inconclusive means mostly about 30% to 49%; further: 0% is about no effect
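First, unstimulated transgenic mouse T cells were exposed to compound for 60 min. Next, anti-CD3/anti-CD4-coated beads with anti-CD28 were added. Finally, after 18 h at 37 degrees C, EGFP and DsRed were imaged.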
PLK1 PBD inh – qHTS for Inhibitors of PLK1-PDB (polo-like kinase 1 - polo-box domain): Primary Screen; Plk1 PBD binding of FITC phosphopeptide, fluorescence polarization; Potency, µM, without a hit: max response, negative = inhibition, actives largely listed as inhibitors; 360,000 compounds, 2.8% hits; AID 720504, 2013; further: potency means the concentration at half of the fitted maximal effect; series mostly up to about 57 µM; on the % scale 0 is the no-effect control and ±100 the full control effect; nearly all actives have a fitted effect of over 65% in size
* = called active by the depositor; i = inactive; ? = inconclusive; . = not tested or not shown; [ ] = another dose, or the depositor's remark. Unless noted, the call rests on the fitted dose curve; in most records, active means well fitted curve in the direction sought with a large enough effect; inconclusive means small, poorly fitted or top-dose-only effect, or another doubt; inactive means no such curve, though single readings can be large; an effect the other way counts as inactive or inconclusive. Only part of the results is shown; count on the stated rates, not on these rows.

compound,GLP1R cytotox,GLP-1R agonist,EPAC1 agonist,PI5P4Ka inh,EPAC1 antag,GLP-1R inv ag,PTHR1 agonist,PLK1 PBD inh,IL2 activator
CN(C)/C=C/c1onc(-c2c(F)cccc2Cl)c1C#N,-7%,9%,12%,2,-19%,?,-59%[inhibitor],-5%,-3.4
CC(=O)C[C@@H]1OC[C@H](CO)N1S(=O)(=O)c1ccc(C)cc1,-31%,.,12%,0,9%,3%,-23%,-7%,-0.1
CC(C)=CCCC(C)NC(=O)NC1CCCCC1 (stereo not given),21%,15%,-1%,-1,3%,-10%,i,-12%,-0.1
CCN(CC(=O)NCc1ccc(Cl)cc1)C(=O)C(C)Sc1ccccc1 (stereo not given),10%,-1%,-4%,8,-24%,?,-5%,-3%,-1.0
CC(C)OC(=O)N(C)C[C@H]1OCc2cnnn2CCCC(=O)N([C@H](C)CO)C[C@@H]1C,6%,8%,7%,-6,13%,9%,-23%,-17%,1.5
CSc1n[nH]c(NCc2ccc(C)cc2)n1,5%,23%,2%,-2,-1%,4%,-43%[inhibitor][57.5 µM],-9%,-0.3
CCN(CC)CCN(C(=O)CN1C(=O)c2ccccc2C1=O)c1nc2cc3c(cc2s1)OCO3,2%,2%,-2%,6,-10%,-26%,-43%[inhibitor],-1%,-3.7
Cn1c(N)c(C(=O)COC(=O)c2ccc(F)cc2Cl)c(=O)n(C)c1=O,1%,6%,1%,4,-8%,8%,-1%,-6%,7.1
COc1ccc(N2C(=O)/C(=C/c3ccc([N+](=O)[O-])cc3)C=C2c2ccccc2)cc1,15%,-6%,14%,.,1%,-2%,-8%,-10%,-0.2
Cc1ccc(CNc2nc(C)nc3sc4c(c23)CCC4)cc1,6%,-9%,18%,.,-3%,-18%,-42%[inhibitor],0%,-0.8
O=C1C2CCCN2C(=O)N1CCCCN1CCN(CCO)CC1 (stereo not given),2%,-2%,8%,4,-3%,12%,-11%,4%,0.1
O=C1C(=Cc2ccccc2[N+](=O)[O-])Cc2ccccc21,-19%,1%,2%,?,-10%,14%,-34%[inhibitor],-21%,-1.8
NC(N)=NC(N)=Nc1ccc(O)cc1,-6%,-5%,8%,-17,-7%,2%,i,-2%,-2.6
COC(=O)/C(=C1\Oc2ccc(C(C)(C)C)cc2S1)C(F)(F)F,0%,-5%,-11%,6,-5%,-3%,-20%,-6%,0.0
O=S(=O)(NC1CCCC1)c1ccc(S(=O)(=O)N2CCN(c3ccccc3)CC2)cc1,-5%,-4%,2%,1,7%,7%,i,1%,-1.6

Ordered by heavy-atom count (largest number first): part of the list above
compound,GLP1R cytotox,GLP-1R agonist,EPAC1 agonist,PI5P4Ka inh,EPAC1 antag,GLP-1R inv ag,PTHR1 agonist,PLK1 PBD inh,IL2 activator
O=C1C2CCCN2C(=O)N1CCCCN1CCN(CCO)CC1 (stereo not given),2%,-2%,8%,4,-3%,12%,-11%,4%,0.1
Cc1ccc(CNc2nc(C)nc3sc4c(c23)CCC4)cc1,6%,-9%,18%,.,-3%,-18%,-42%[inhibitor],0%,-0.8
CSc1n[nH]c(NCc2ccc(C)cc2)n1,5%,23%,2%,-2,-1%,4%,-43%[inhibitor][57.5 µM],-9%,-0.3

Remaining list, next part
compound,GLP1R cytotox,GLP-1R agonist,EPAC1 agonist,PI5P4Ka inh,EPAC1 antag,GLP-1R inv ag,PTHR1 agonist,PLK1 PBD inh,IL2 activator
O=C(Nc1ccccc1C(F)(F)F)c1ccccc1Br,9%[7.66 µM],-1%,6%,-3,-4%,4%[7.66 µM],-4%,1%,0.0
CC(O)CSc1nc2c(c(=O)[nH]c(=O)n2C)n1Cc1ccccc1Cl (stereo not given),-6%,6%,9%,3,2%,126%[activator],i,?,-2.8
Cc1c(O)ccc2c(CC(=O)N[C@@H](Cc3ccc(O)cc3)C(=O)O)cc(=O)oc12,.,5%,-7%,1,-16%,23%,?,-18%,-2.3
CC(C)Cn1cnc2c1c(=O)n(CC(=O)O)c(=O)n2Cc1ccccc1,-2%,1%,4%,-10,0%,-3%,i,5%,2.5
CCOC(=O)C(NC(C)=O)(Nc1ccc(S(N)(=O)=O)cc1)C(F)(F)F (stereo not given),-13%,-7%,5%,-4,6%,4%,-24%,2%,0.4
Cc1ccc(C(=O)Nc2ccc(NC(=O)c3ccco3)c(C)c2)cc1,-5%,11%,2%,-6,-17%,0%,-4%,-12%,-3.7
Nc1ccccc1SCC(=O)Nc1ccc2c(c1)OCCO2,-16%,20%,-4%,0,1%,?,-2%,?,0.5
OC(CNC1CCCc2ccccc21)COc1c(Cl)cccc1Cl (stereo not given),?,16%,6%,5,-7%,-13%,i,0%,-7.6
Cc1c(C(=O)NC(=S)N(Cc2ccccc2)c2ccccn2)cccc1[N+](=O)[O-],17%,-2%,-8%,3,-16%,14%,-12%,?,1.9
Cc1ccc(NC(=O)CN2C(=O)S/C(=C/c3ccc(O)c([N+](=O)[O-])c3)C2=O)cc1C,?,6%,1%,-58*,45µM*,-19%,-11%,21µM*,-0.4
COc1ccc(N(CC(=O)Nc2ccc3c(c2)OCO3)S(=O)(=O)c2ccc(C)cc2)cc1OC,-12%,32%,-4%,0,-6%,-6%,i,-9%,-2.9
FC(F)(F)c1cc(-c2cccs2)n[nH]1,-4%,16%,-8%,-4,-1%,?,-30%[inhibitor],-8%,-1.0
CCOc1cc(C(=S)N2CCOCC2)ccc1OS(=O)(=O)c1ccc(OC)cc1,-11%,7%,1%,-4,-2%,?,-17%,?,-2.6
COc1cc(NC(=O)c2ccc(-c3c(C)noc3C)c3ccoc23)cc(OC)c1OC,-4%,-1%,-1%,-1,-8%,?,i,4%,-0.6
CC(NC(=O)[C@H](Cc1c[nH]c2ccccc12)NC(=O)[C@@H]1Cc2ccccc2CN1)c1ccccc1 (stereo not given in full),-22%,0%,0%,-2,3%,-24%,0%,-3%,-0.5
Fc1cccc(Cl)c1CSc1nnc2ccccn12,-5%,6%,5%,9,-2%,10%,-6%,-6%,1.8
CS(=O)(=O)c1nc(S(=O)(=O)c2ccc(Cl)cc2)c(NCCCn2ccnc2)s1,-12%,-5%,4%,1,12%,-17%,2%,-1%,0.8
CSCCC(NC(N)=O)C(=O)N(C)CC(=O)Nc1ccc(C)cc1 (stereo not given),2%,0%,-1%,5,-12%,10%,i,-7%,-0.2
O=C(CCC1N=C2c3ccccc3N=C(SCc3ccccc3Cl)N2C1=O)NCc1ccco1 (stereo not given),-15%,1%,-1%,-12,3%,?,-29%[57.5 µM],-7%,-0.6
COc1ccc(NC(=S)N(CCCN2CCOCC2)Cc2ccccn2)cc1,15%,-1%,6%,1,-4%,-10%,i,-2%,1.3
O=C(O)c1cccc(NC(=O)c2ccc3c(c2)C(=O)N(Cc2ccco2)C3=O)c1,-4%,0%,-3%,-26,8%,4%,-7%,?,1.1
Cc1nn(Cc2cccc(C(=O)N3CCCC(C)C3)c2)c(C)c1[N+](=O)[O-] (stereo not given),-26%,1%,5%,8,-3%,?,-10%,-1%,-1.2
CC(C)(C)c1nc(SCC(=O)N2CC(=O)Nc3ccccc32)c2ccccc2n1,7%,1%,0%,-1,3%,2%,i,-3%,2.0
CCCOc1ccc(NC(=O)CC2C(=O)N(C)C(=S)N2Cc2ccc3c(c2)OCO3)cc1 (stereo not given),-13%,0%,5%,18,-8%,10µM*,-9%,-6%,-0.6
CSCCC(C(=O)N(C)CC(=O)Nc1cccc(F)c1)N1C(=O)c2ccccc2C1=O (stereo not given),-7%,-9%,-2%,6,2%,3%,-4%,-12%,-0.7
CC1CCN(S(=O)(=O)c2ccc3c(ccc(=O)n3CC(=O)Nc3cccc(F)c3)c2)CC1,-12%,-7%,.,.,.,8%,-10%,.,.
COC(=O)C1(C)CCc2c(ccc3ccccc23)C1=O (stereo not given),1%,15%,1%,-5,9%,4%,-2%,-3%,0.3
COc1cccc(/C=C/C(=O)OCC(=O)NCC2CCCO2)c1OC (stereo not given),0%,1%,10%,0,15%,61%[activator],i,-3%,0.2
Cc1ccccc1N=C1NC(=O)CS1,0%,4%,-1%,-3,-9%,8%,i,-1%,-0.7
CCN(CC)CCNC(=O)c1ccc(NC(=O)c2ccc3c(c2)CCC3)cc1,12%,13%,-12%,-4,3%,?,i,-14%,1.9
Cc1ccc(C)c(NC(=O)c2cnccn2)c1,-3%,-1%,0%,-5,-23%,4%,i,-1%,-0.1
CCCCc1nc(SCC(=O)Nc2nnc(CCCC)s2)n[nH]1,-6%,-1%,1%,2,4%,14%,i,5%,-2.6
COc1cccc(NC(=O)CN(C)C(=O)CC(C)c2ccccc2)c1 (stereo not given),-5%,-4%,-1%,3,-27%,?,i,-10%,-0.1
CC(C)(C)c1nnc2sc(SCC(=O)c3ccccc3)nn2c1=O,-6%,-28%,3%,10,6%,-10%,i,-14%,3.9
CCc1cc(=O)oc2cc(C)cc(OCC(=O)NCCCN3CCOCC3)c12,-3%,3%,7%,5,14%,5%,9%,0%,1.3
CCCCN(C(=O)c1cccc(-c2ccc(OC(C)=O)cc2)c1)c1c(N)n(CCC)c(=O)[nH]c1=O,-26%,-4%,-17%,4,-13%,18%,i,-16%,0.6
CN1C(=O)[C@H]2[C@@H](c3ccc(C(F)(F)F)cc3)N[C@]3(CCCN(Cc4ccc(Cl)cc4)C3=O)[C@H]2C1=O,-32%,0%,4%,6,6%,11µM*,-22%,-9%,-2.7

Assay outcomes (PubChem BioAssay)
